Myeloid diff MLP = compounds promoting myeloid differentiation; ER-HoxA9 myeloid progenitors, lysozyme-GFP differentiation, flow cytometry; calls only at 10 µM; 360,000 tested, 1% active; AID 624256;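 active = normalized GFP-positive differentiation at or above the plate's own cutoff, the solvent-only control mean plus 3 SD; inconclusive = no clear call, values can overlap the other calls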;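 note: cells exposed to compound for four days before flow analysis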
NTR1 ag = agonists of NTR1, primary screen, imaging, U2OS cells, beta-arrestin-GFP, high content (AID 493036). NTR1-U2OS beta-arrestin-GFP spot imaging, agonist mode. 330,000 tested, 0.17% active. P30989. activation, % at 20 µM;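 active = activation at or above 40% of the spot to cytoplasm intensity ratio, with at least 20 cells analyzed; inconclusive = wells under 20 cells, flagged as cytotoxic or low count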;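 note: 0% = DMSO without peptide and 100% = 100 nM NTR1 peptide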
Target sequence (P30989 whole entry, looked up): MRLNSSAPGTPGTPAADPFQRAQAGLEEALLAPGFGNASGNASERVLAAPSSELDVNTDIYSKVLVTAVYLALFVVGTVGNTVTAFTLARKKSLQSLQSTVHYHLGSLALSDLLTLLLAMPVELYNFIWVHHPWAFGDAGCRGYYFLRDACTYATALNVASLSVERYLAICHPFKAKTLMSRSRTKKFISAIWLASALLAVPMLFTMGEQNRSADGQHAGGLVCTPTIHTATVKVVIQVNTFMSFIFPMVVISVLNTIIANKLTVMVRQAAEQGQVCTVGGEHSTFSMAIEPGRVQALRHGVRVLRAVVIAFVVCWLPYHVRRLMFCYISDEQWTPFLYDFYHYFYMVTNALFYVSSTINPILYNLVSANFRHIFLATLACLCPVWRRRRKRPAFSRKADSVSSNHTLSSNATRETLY
T cell modulator = T cell immune modulators affecting CD8 T cell-vesicle binding. 2C CD8+ T cell-vesicle binding, flow cytometry; hits give low values. calls only at 7 µM. 330,000 tested, 0.068% active. AID 2052;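 active = response, share of CD8 T cells binding vesicles, and their 90th percentile fluorescence all below set limits, cut at about 80% in these data, passing the limit was not always enough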
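Assay system: 2C TCR transgenic mouse naive CD8+ T cells, MACS-purified | Read-out: CD8+ gate FL2 mean fluorescence as % of same-row positive control | Signal: High-throughput flow cytometry with anti-B7-1 and anti-CD8 staining | Timing: Binding step 1.5 h, 37 °C, antibody labelling 20 min, ice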
T cell modulator vesicle-bound % = recorded beside T cell modulator, whose call it bears; double positive events, %; measured here: CD8+ vesicle-bound cell fraction;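 binding gate set so that unloaded-vesicle control wells show 10% double positive cells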
NTR1 ag cell count 20 µM = second read-out of NTR1 ag, no call of its own (marks repeat the call); cell count; measured here: cell count, cytotoxicity flag
Myeloid diff MLP GFP+ MAC1+ % = second read-out of Myeloid diff MLP, no call of its own (marks repeat the call); GFP+ MAC1+ double positive, %; measured here: differentiation confirmed by MAC1 staining
Numbers without * were called inactive; i = inactive; ? = inconclusive; / = not tested or not shown. The list is partial, so the mix of outcomes need not match the whole.

SMILES	Myeloid diff MLP	Myeloid diff MLP GFP+ MAC1+ %	NTR1 ag	T cell modulator	others
COc1ccc2c3c1O[C@H]1C(=O)CC[C@H]4[C@@H](C2)N(C)CC[C@]314	/	/	1.9	i	T cell modulator vesicle-bound %=11;NTR1 ag cell count 20 µM=75
CC(C)Nc1ccc(Nc2ccccc2)cc1	/	/	5.6	i	T cell modulator vesicle-bound %=58;NTR1 ag cell count 20 µM=50
CN1C(=O)NC(=O)C(C)(C2=CCCCC2)C1=O (centres undefined)	/	/	1.0	i	T cell modulator vesicle-bound %=26;NTR1 ag cell count 20 µM=41
COC12CCC3(CC1C(C)(O)C(C)(C)C)[C@H]1Cc4ccc(O)c5c4[C@@]3(CCN1CC1CC1)C2O5 (some centres undefined)	/	/	7.0	i	T cell modulator vesicle-bound %=8;NTR1 ag cell count 20 µM=61
CC1C2Cc3ccc(O)cc3[C@]1(C)CCN2CCc1ccccc1 (some centres undefined)	/	/	-2.3	i	T cell modulator vesicle-bound %=4;NTR1 ag cell count 20 µM=46
Oc1ccc2c3c1OC1c4oc5ccccc5c4C[C@@]4(O)[C@@H](C2)N(CC2CC2)CC[C@]314 (some centres undefined)	/	/	1.8	i	T cell modulator vesicle-bound %=10;NTR1 ag cell count 20 µM=73
CC(C)=CCN1CC[C@@]2(C)c3cc(O)ccc3C[C@@H]1C2C (some centres undefined)	/	/	-1.3	i	T cell modulator vesicle-bound %=6;NTR1 ag cell count 20 µM=66
O=C(O)C(Cl)Cl	/	/	0.5	i	T cell modulator vesicle-bound %=11;NTR1 ag cell count 20 µM=59
CC1[C@H]2Cc3ccc(O)cc3[C@]1(C)CCN2CCc1ccccc1 (some centres undefined)	/	/	3.3	i	T cell modulator vesicle-bound %=4;NTR1 ag cell count 20 µM=50
O=C1CN=C(c2ccccc2)c2cc(Cl)ccc2N1	/	/	-0.6	i	T cell modulator vesicle-bound %=3;NTR1 ag cell count 20 µM=48
c1cncc(C2CCCN2)c1 (centres undefined)	/	/	3.4	i	T cell modulator vesicle-bound %=26;NTR1 ag cell count 20 µM=61
CC(=O)OC1C=CC2[C@H]3Cc4ccc(O)c5c4[C@@]2(CCN3C)C1O5 (some centres undefined)	/	/	-1.6	i	T cell modulator vesicle-bound %=7;NTR1 ag cell count 20 µM=54
COc1ccc(-c2ccc3c(c2)CN(C(=O)NC2CCCCC2)Cc2cnnn2-3)cc1	i	0.8	/	/
CC12CCC3C(CCC4CC(=O)C(C(O)C(F)(F)F)CC43C)C1CCC2O (centres undefined)	i	1.5	/	/
O=C(NC1CCCCC1)N1Cc2ccccc2-n2nncc2C1	i	0.4	/	/
CCOP(=S)(OCC)Oc1ccc2c(C)c(Cl)c(=O)oc2c1	i	0.8	/	/
COC1=C[C@@H]2[C@@H]3Cc4ccc(OC)c(O)c4[C@]2(CCN3C)CC1=O	i	0.9	/	/
N#CC1c2ccccc2C=CN1C(=O)c1ccc(N(CCCl)CCCl)cc1 (centres undefined)	i	0.5	/	/
CC1C(=O)OC2CCN3CC=C(COC(=O)C(C)(O)C1(C)O)C23 (centres undefined)	i	2.6	/	/
Nc1cc(C(=O)Nc2ccccc2F)ccc1N1CC2CC(C1)c1cccc(=O)n1C2 (centres undefined)	i	0.7	/	/

Structural class, those above containing a carbonyl joined to an NH by a bond outside any ring
SMILES	Myeloid diff MLP	Myeloid diff MLP GFP+ MAC1+ %	NTR1 ag	T cell modulator	others
COc1ccc(-c2ccc3c(c2)CN(C(=O)NC2CCCCC2)Cc2cnnn2-3)cc1	i	0.8	/	/
O=C(NC1CCCCC1)N1Cc2ccccc2-n2nncc2C1	i	0.4	/	/
Nc1cc(C(=O)Nc2ccccc2F)ccc1N1CC2CC(C1)c1cccc(=O)n1C2 (centres undefined)	i	0.7	/	/

Among those listed so far, 3 have an aryl methoxy group.
SMILES	Myeloid diff MLP	Myeloid diff MLP GFP+ MAC1+ %	NTR1 ag	T cell modulator	others
COc1ccc2c3c1O[C@H]1C(=O)CC[C@H]4[C@@H](C2)N(C)CC[C@]314	/	/	1.9	i	T cell modulator vesicle-bound %=11;NTR1 ag cell count 20 µM=75
COc1ccc(-c2ccc3c(c2)CN(C(=O)NC2CCCCC2)Cc2cnnn2-3)cc1	i	0.8	/	/
COC1=C[C@@H]2[C@@H]3Cc4ccc(OC)c(O)c4[C@]2(CCN3C)CC1=O	i	0.9	/	/

More records follow.
SMILES	Myeloid diff MLP	Myeloid diff MLP GFP+ MAC1+ %	NTR1 ag	T cell modulator	others
CCC1(CCC(C)C)C(=O)NC(=S)NC1=O	i	0.7	/	/
Cc1ccc(-n2c(=S)[nH]c3ccc(C)cc3c2=O)cc1	i	0.6	/	/
O=C(Nc1ccccc1)N1Cc2ccccc2-n2nncc2C1	i	0.8	/	/
CCC(C)(O)C(=O)OC1C(=O)OC2CC3C(C)=CC(O)C(O)C3(C)C3C4(O)OCC23C1C(C)C4O (centres undefined)	i	4.2	/	/
N#Cc1ncc(N=Cc2ccc(N(CCCl)CCCl)cc2)s1	i	1.4	/	/
COc1ccccc1C=C1C(=O)NC(=S)NC1=O	i	0.2	/	/
O=C1CC(=O)N(Cc2ccccc2)C(=O)N1	i	2.7	/	/
Cn1cc(C=O)c2nccnc21	i	0.2	/	/
CC[C@H](C)[C@@H]1NC(=O)CNC(=O)c2csc(n2)[C@H](C(C)(C)O)OC(=O)C(C)(C)[C@H](CCCC(C)(Cl)Cl)OC(=O)c2csc1n2	?	/	/	/
CN(C(=O)Oc1cccc2ccccc12)C1C=CCC1 (centres undefined)	i	0.4	/	/
C[C@H]1CN([C@@H](C)CO)C(=O)CCCn2nncc2CO[C@H]1CN(C)C(=O)Oc1ccc2ccccc2c1	i	0.5	/	/
O=S(=O)(c1cccc2ccccc12)N1Cc2ccccc2-n2nncc2C1	i	0.7	/	/
CCCCOC(=O)c1ccccc1N	i	2.2	/	/
C=CCC1(Cc2ccsc2)C(=O)NC(=O)NC1=O	i	0.7	/	/
c1ccc(N2Cc3ccccc3-n3nncc3C2)nc1	i	0.9	/	/
CS(=O)(=O)c1ccc(C2=C(CNC(=O)c3cccnc3)[C@H]3CC[C@@H](C2)N3Cc2ccco2)cc1	i	0.7	/	/
COc1ccc(-n2nnnc2C(c2ccnc3ccccc23)N2CCC(n3c(=O)[nH]c4ccccc43)CC2)cc1 (centres undefined)	i	1.4	/	/
CC(C)(C)C(=O)N1Cc2cc(-c3cccc(F)c3)ccc2-n2nncc2C1	i	0.2	/	/
O=C(CCCc1ccc(N(CCCl)CCCl)cc1)NCc1ccccc1	?	/	/	/
CN1CCc2cc3c(cc2C1)OCO3	i	1.8	/	/
CCCC(C)CC1(CCO)C(=O)NC(=S)NC1=O (centres undefined)	i	0.4	/	/
CC(C)(C)C(=O)C(Oc1ccc(Cl)cc1)n1cncn1 (centres undefined)	i	1.0	/	/
CCOC(=O)C(c1c(O)c2ccccc2oc1=O)c1c(O)c2ccccc2oc1=O	i	2.2	/	/
CC(=O)NC1=C(N2CC2C)C(=O)C(NC(C)=O)=C(N2CC2C)C1=O (centres undefined)	i	0.8	/	/
COc1ccccc1CN1CCNCC1	i	1.0	/	/
C1CN(P2(N3CC3)=NP(N3CC3)(N3CC3)=NP(N3CC3)(N3CC3)=N2)CCO1 (centres undefined)	i	4.5	/	/
CCCOC(=O)C1C2CCC(O2)C1C(=O)O (centres undefined)	i	1.2	/	/
CC1([N+](=O)[O-])COP(=O)(Nc2ccccc2F)OC1 (centres undefined)	i	0.8	/	/
CCOC(=O)[C@]12Cc3ccc4ccccc4c3[C@H]1N(Cc1ccccc1)C(=O)c1ccccc12	i	0.4	/	/
N#CC1c2ccccc2-n2nncc2CN1C(=O)c1ccccc1F (centres undefined)	i	0.3	/	/
Oc1c(Br)cc(-c2ccccc2)cc1Br	i	0.9	/	/
COc1ccc(C(c2nnnn2-c2ccc(OC)cc2)N2CCC(n3c(=O)[nH]c4ccccc43)CC2)cc1 (centres undefined)	i	1.2	/	/
COc1ccc(C(CC(=O)c2ccc3c(c2)OCO3)c2c(O)c3ccccc3oc2=O)cc1OC (centres undefined)	i	1.5	/	/
COc1ccc2c(c1)C13CCN(C)C(C2)C1CCC1(C3)OCCO1 (centres undefined)	i	0.5	/	/
COC(=O)C[C@H]1CC[C@H]2NC[C@@H](O)COC[C@@H]2O1	i	2.4	/	/
Cc1nc2cc(-c3ccc(Cl)cc3)nn2c(C)c1CCC(=O)N1CCC2(CC1)OCCO2	i	3.5	/	/
CC(C)C[C@@H]1COc2cc(N3CCN(C)CC3)ccc2S(=O)(=O)N1	i	0.3	/	/
CC12C=CC(=O)C=C1CCC1C2C(O)CC2(C)C1CCC2(C)O (centres undefined)	i	0.6	/	/

Structures listed so far with a tert-butyl group, in the order listed:
SMILES	Myeloid diff MLP	Myeloid diff MLP GFP+ MAC1+ %	NTR1 ag	T cell modulator	others
COC12CCC3(CC1C(C)(O)C(C)(C)C)[C@H]1Cc4ccc(O)c5c4[C@@]3(CCN1CC1CC1)C2O5 (some centres undefined)	/	/	7.0	i	T cell modulator vesicle-bound %=8;NTR1 ag cell count 20 µM=61
CC(C)(C)C(=O)N1Cc2cc(-c3cccc(F)c3)ccc2-n2nncc2C1	i	0.2	/	/
CC(C)(C)C(=O)C(Oc1ccc(Cl)cc1)n1cncn1 (centres undefined)	i	1.0	/	/
